NOD1 NF-kB reporter – NOD1 signaling inhibitors, primary screen, cell-based, luminescence, uHTS (AID 1578); NOD1-driven NF-kB luciferase reporter cells, luminescence; higher % means a stronger effect; inhibition, % at 4 µM; hits with a dose series show EC50 in µM; 290,000 tested, 1% active; in the data active = inhibition mostly above about 36%, no sharp cut-off; inactive = mostly below about 34%;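 also: HEK-293T reporter cells stimulated with the NOD1 agonist gamma-tri-DAP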
GPR55 activation – selective activators of receptor GPR55 – imaging, U2OS cells, beta-arrestin-GFP redistribution, primary screen (AID 1961) | 290,000 tested, 0.048% active | activation, % at 10 µM; hits with a dose series show EC50 in µM | U2OS GPR55 beta-arrestin-GFP redistribution imaging; higher % means a stronger effect;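 active = activation above 40% with more than 50 cells counted in the well; inconclusive = wells holding fewer than 50 cells, flagged as toxic or sparse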;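 also: U2OS osteosarcoma cells stably expressing GPR55 and beta-arrestin-GFP; plate controls were DMSO negative control for no effect and LPI positive control for full effect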
GPR55 antagonists – GPR55 antagonists blocking LPI-driven arrestin recruitment, primary screen, imaging, U2OS, beta-arrestin-GFP, LPI agonist (AID 2013); 290,000 tested, 0.13% active; U2OS GPR55 beta-arrestin-GFP translocation imaging, LPI antagonism; higher % means a stronger effect; one-dose inhibition, % at 10 µM; IC50 in µM for titrated hits;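 active = spots per cell inhibited over 60%, with over 100 cells counted and total cytoplasm intensity under 500,000; inconclusive = wells with under 100 cells, flagged as likely toxic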;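 also: U2OS cells stably carrying GPR55 and arrestin-GFP stimulated by 5 µM LPI near EC80; imaged beta-arrestin-GFP aggregate spots per cell after agonist stimulation; plate controls were LPI-stimulated DMSO wells for no effect and DMSO wells without LPI for full effect; some results filed as inactive read as strong as hits; confirmed hits need IC50 under 10 µM and bright autofluorescent wells are also inconclusive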
KOR beta-arrestin-1 – KOR agonists, beta-arrestin recruitment, primary screen, cell-based, luminescence, uHTS (AID 1777); KOR beta-arrestin recruitment, luminescence; higher % means a stronger effect; activation, % at 10 µM, or EC50 in µM where a hit was titrated; 280,000 tested, 0.02% active; in the data active = activation above about 50%, passing the limit was not always enough; also: a part of the inactive calls stands beside numbers as strong as those of hits
KOR beta-arrestin-2 – KOR antagonists, beta-arrestin recruitment, cell-based, luminescence, uHTS (AID 1778); KOR beta-arrestin recruitment, luminescence, antagonist mode; higher % means a stronger effect; 290,000 tested, 0.091% active; inhibition, % at 10 µM, or IC50 in µM where a hit was titrated; also: strong numbers were not always called active
HEK293 NOD2/NF-kB – inhibition of NOD2-driven NF-kB reporter – cell-based, luminescence, uHTS, HEK293 (AID 1566); 290,000 tested, 0.63% active; inhibition, % at 4 µM; hits with a dose series show EC50 in µM; HEK293 NOD2/NF-kB luciferase reporter, luminescence; higher % means a stronger effect; also: many of its hits are not listed in these tables
HIV peptide binding – inhibitors of HIV fusion peptide binding, primary screen, biochemical, uHTS, fluorescence dequenching (AID 1986) | 290,000 tested, 0.3% active | inhibition, % at 20 µM; hits with a dose series show IC50 in µM | cell-free peptide binding, fluorescence dequenching, 30 min; higher % means a stronger effect; in the data active = inhibition mostly above about 52%, no sharp cut-off; inactive = mostly below about 76%; also: some results filed as inactive read as strong as hits
GPR35 arrestin U2OS – inhibition of zaprinast-stimulated GPR35 beta-arrestin translocation – imaging, U2OS, beta-arrestin-GFP, zaprinast agonist, primary screen (AID 2058); 290,000 tested, 0.052% active; U2OS GPR35 beta-arrestin-GFP translocation imaging, zaprinast antagonism; higher % means a stronger effect; inhibition, % at 10 µM; hits with a dose series show IC50 in µM;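 active = inhibition of at least 50% with at least 30 cells and total cytoplasm GFP at most 10,000,000; inconclusive = under 30 cells or total GFP of 10,000,000 plus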
Myeloid diff MLP – compounds promoting myeloid differentiation | ER-HoxA9 myeloid progenitors, lysozyme-GFP differentiation, flow cytometry | calls only at 10 µM | 360,000 tested, 1% active | AID 624256;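 active = normalized GFP-positive differentiation at or above the plate's own cutoff, the solvent-only control mean plus 3 SD; inconclusive = no clear call, values can overlap the other calls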;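 also: cells exposed to compound for four days before flow analysis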
Myeloid diff MLP GFP+ MAC1+ % – second read-out of Myeloid diff MLP, no call of its own (marks repeat the call); GFP+ MAC1+ double positive, %; measured here: differentiation confirmed by MAC1 staining
The depositor's hits bear a star; i = inactive; ? = inconclusive; . = no result given; + = active, no number; [ ] = remark or other dose. Rule as the data show it, unless noted: active = inhibition above about 50%; inactive = the rest. The list is partial; the hit share may differ from the screen's.

SMILES | NOD1 NF-kB reporter | GPR55 activation | GPR55 antagonists | KOR beta-arrestin-1 | KOR beta-arrestin-2 | HEK293 NOD2/NF-kB | HIV peptide binding | GPR35 arrestin U2OS | Myeloid diff MLP | Myeloid diff MLP GFP+ MAC1+ %
COCCN1C(=O)C(=O)/C(=C(/O)c2cccc(OC)c2)C1c1ccc(C)o1 (centres undefined) | 8% | -0.1% | -1% | 0.4% | -41% | 6% | 17% | 0% | i | 0.5
COc1ccc(NC(=O)Nc2cccc(C(F)(F)F)c2)cn1 | -2% | -0.7% | -4% | 0.5% | 11% | 18% | 0.8% | 1% | i | 0.1
Cc1ccccc1-n1c(=O)cc(N2CCCCCC2)[nH]c1=O | 13% | 0.0% | 7% | 45% | -54% | 10% | 0.1% | -3% | i | 1.4
CC(C)CC(=O)Nc1ccccc1-c1nnn(CC(=O)N2CCOCC2)n1 | -32% | -0.1% | 10% | -1.1% | 8% | 9% | 0.9% | -18% | i | 0.6
CCOC(=O)CCc1c(C)n[nH]c1C | -11% | 0.2% | 9% | -5.6% | 4% | -13% | -1.4% | 6% | i | 0.2
COc1ccc(-c2nc(CSCC(=O)N3CCc4ccccc43)c(C)o2)cc1OC | 14% | 0.3% | -4% | 4.3% | -30% | 12% | -3.4% | 5% | i | 0.5
CCCCNC(=O)N1CCN(c2ncccn2)CC1 | -29% | 0.0% | -8% | -2.1% | -81%[20 µM] | -5% | -0.4% | -6% | i | 0.5
C/C(=N\N1CCN(Cc2ccc(Cl)cc2)CC1)c1ccc(F)cc1 | -3% | -0.1% | -4% | 1.6% | -19% | -3% | 1.8% | 13% | i | 0.8
COc1cc(SC)ccc1C(=O)NCCOc1c(C)cc(C)cc1C | 10% | -0.3% | 21% | -1.2% | 2% | 28% | 2.6% | 19% | i | 0.5
COc1ccc(S(=O)(=O)N2CCOC2CNC(=O)C(=O)NCC(C)C)cc1OC (centres undefined) | -27% | -0.2% | 18% | 2.3% | 1% | 10% | -0.5% | -4% | i | 1.1
COc1ccccc1NC(=O)CSc1nnc(COc2ccccc2OC)n1C | -8% | 0.0% | 8% | -6.7% | -23%[20 µM] | 10% | -0.5% | 6% | i | 0.2
Cn1c(=O)c(C(=O)NNC(=O)c2ccccc2Cl)c(O)c2ccccc21 | -15% | -0.1% | -7% | -1.5% | -1% | 10% | 2.1% | 6% | ? | .
Cc1ccc(CNC(=O)Cn2ncn3cccc3c2=O)cc1 | 2% | 0.0% | 9% | -7.0% | -37%[20 µM] | -10% | -0.7% | -2% | i | 2.0
Nc1nn2c(C(F)(F)F)cc(=O)[nH]c2c1N=Nc1cccc(F)c1 | -44% | -0.5% | 5% | 3.3% | -6% | -55% | 26% | -26% | i | 0.7
O=C(O)/C(=C\c1ccc(Br)cc1)c1ccc(S(=O)(=O)N2CCCCC2)s1 | 8% | -0.1% | 9% | -3.0% | 32% | 12% | 22% | 11% | i | 0.1
CC(C(=O)Nc1ccccc1)N(C)Cc1cccs1 (centres undefined) | -33% | 0.0% | -2% | 2.3% | -8% | 17% | -0.5% | -4% | i | 0.3
NC(=O)c1ccccc1NC(=O)CCCN1C(=O)CCC1=O | -25% | 0.2% | 7% | -4.0% | 32% | -4% | 1.1% | 10% | i | 1.3
O=C(O)CCCC(=O)NNc1ncnc2ccccc12 | -37% | 0.3% | 3% | 1.6% | 24% | 0% | 1.5% | 6% | i | 0.7
Cn1c(Cc2ccc(Cl)cc2)nnc1SCC(=O)NC1CC1 | -19% | 0.0% | 11% | -5.0% | 18% | 8% | -0.4% | -4% | i | 1.0
CC(CNC(=O)c1cccs1)c1ccc([N+](=O)[O-])cc1 (centres undefined) | -25% | -0.1% | -12% | 0.9% | 22% | 1% | -0.9% | -4% | i | 1.0
CCn1ccnc1CNC(=O)c1cc(COc2ccc(F)cc2F)on1 | 13% | -0.1% | -9% | 0.3% | -24% | 6% | -1.2% | -2% | i | 0.6
O=S(=O)(NCCc1csc(-c2cccnc2)n1)c1ccc2c(c1)OCCO2 | -24% | 0.3% | 3% | 0.3% | -16% | -13% | 1.6% | 4% | + | 2.8*
O=C(c1cccnc1)c1ncc(C(F)(F)F)cc1Cl | -2% | 0.0% | 9% | -2.2% | 4% | 16% | 2.6% | 4% | i | 0.7
COc1ccc(-c2nnc(SCC(N)=O)n2N)cc1 | 2% | -0.1% | 0% | 8.6% | 6% | 8% | 16% | 12% | i | 7.7
Cn1cccc1C(C#N)c1ncc(C(F)(F)F)cc1Cl (centres undefined) | -25% | -0.1% | 5% | -1.8% | 35%[20 µM] | 24% | 0.1% | 5% | i | 0.2

Continued:
SMILES | NOD1 NF-kB reporter | GPR55 activation | GPR55 antagonists | KOR beta-arrestin-1 | KOR beta-arrestin-2 | HEK293 NOD2/NF-kB | HIV peptide binding | GPR35 arrestin U2OS | Myeloid diff MLP | Myeloid diff MLP GFP+ MAC1+ %
CCOc1cccc2cc(C(C)=O)oc12 | -10% | -0.4% | 5% | 4.2% | -19% | -8% | -0.3% | 3% | i | 0.3
C=CCn1c(CCC)nc2ccccc21 | -28% | 0.2% | 4% | -0.4% | 0%[20 µM] | 9% | 1.6% | 7% | i | 0.5
O=C(CCN1C(=O)[C@H]2CC=CC[C@H]2C1=O)NCc1nc(-c2ccc(Cl)cc2)no1 | -31% | -0.2% | 4% | -4.2% | -26% | 11% | 1.6% | 7% | i | 0.0
O=C(CCC(=O)OCC(=O)c1ccc(C(F)(F)F)cc1)OCC(=O)c1ccc(C(F)(F)F)cc1 | 8% | -0.3% | 3% | -2.6% | 30% | 16% | -1.6% | -7% | i | 0.2
Cc1ccc(NS(=O)(=O)c2ccc3c(c2)oc(=O)n3C)cc1C | 2% | 0.3% | 9% | -4.9% | 1% | 26% | -0.8% | 15% | i | 0.2
O=C(Cc1n[nH]c(=O)c2ccccc12)NCc1ccccn1 | -14% | -0.2% | 0% | 5.8% | -4% | -1% | 0.2% | 4% | i | 0.7
Cc1ccc(N2CC(C(=O)NCc3cccs3)CC2=O)cc1 (centres undefined) | -9% | 0.3% | -4% | -0.2% | 4% | 5% | -3.5% | -1% | i | 1.8
CCN(CC)C(=O)CSc1nc2cccnc2n1-c1ccccc1OC | -19% | 0.1% | 19% | 0.8% | -43% | 0% | 2.9% | 9% | i | 1.8
CCCn1c(CCC(=O)O)ccc1-c1ccccc1 | -16% | -0.4% | 2% | 0.5% | 1% | 20% | 4.7% | -3% | i | 0.0
COc1ccc(C(=O)NCc2ncccc2C)cc1OC1CCN(C(C)=O)CC1 | -17% | 0.2% | 6% | -3.5% | 12% | 0% | -0.5% | -2% | i | 0.2
COc1ccc(C(O)c2ncc(C(F)(F)F)cc2Cl)cc1 (centres undefined) | 3% | 0.0% | 7% | -0.1% | -18% | 4% | 2.5% | 16% | i | 0.6
Cc1cccc(S(=O)(=O)N2CCC(CO)(Cc3ccccc3)CC2)c1 | -26% | -0.3% | 3% | 0.9% | 7% | -5% | 1.4% | 1% | i | 1.0
CC1CN(CCCCN2C(=O)c3ccccc3C2=O)CC(C)O1 (centres undefined) | -25% | 2.0% | 5% | -2.3% | -21% | 6% | -0.8% | 1% | i | 0.2
O=C(Nc1ccc(F)cc1F)Nc1ccc(F)cc1F | 7% | -0.1% | -4% | -6.8% | -16%[20 µM] | 1% | -1.5% | -10% | i | 0.5
COc1cc(C)ccc1OCCCOc1c(Cl)cccc1Cl | -2% | -0.3% | 8% | 0.7% | 9% | 4% | -0.8% | 21% | i | 0.9
Cn1cnc(C(F)(F)F)c1-c1ccc([N+](=O)[O-])cc1 | -1% | 0.5% | 9% | -2.8% | -13% | 14% | -0.9% | -15% | i | 0.5
CCC(C)Nc1nc(-c2c[nH]c3ccccc23)cs1 (centres undefined) | -44% | 4.7% | 14% | -0.2% | -2% | 2% | 0.8% | 0% | . | .
O=C(COC(=O)c1c[nH]c(=O)[nH]c1=O)NCc1ccccc1 | -4% | 0.0% | -7% | -8.6% | 20% | 10% | 1.1% | -7% | i | 1.1
C/C(=N\NC(=O)Nc1ccccc1)c1ccc2ccccc2c1 | -28% | 0.2% | 11% | 12% | -5% | 6% | 2.0% | 15% | i | 0.7
Cc1nc(C(Cl)(Cl)Cl)nc2[nH]ccc(=O)c12 | -28% | -0.1% | 4% | -7.0% | -12% | 9% | 0.7% | 3% | i | 0.1
O=C(CNC(=O)c1ccco1)OCc1ccc(C(=O)Oc2ccccc2)cc1 | 0% | -0.1% | 3% | 4.5% | -4% | 15% | 2.2% | 0% | i | 1.2
NC(=O)COC(=O)c1ccc(-c2ccc(O)cc2)cc1 | -7% | -0.1% | 4% | -0.2% | 10% | -21% | 1.9% | -7% | i | 0.5

In the list so far, these have a CF3 group:
SMILES | NOD1 NF-kB reporter | GPR55 activation | GPR55 antagonists | KOR beta-arrestin-1 | KOR beta-arrestin-2 | HEK293 NOD2/NF-kB | HIV peptide binding | GPR35 arrestin U2OS | Myeloid diff MLP | Myeloid diff MLP GFP+ MAC1+ %
COc1ccc(NC(=O)Nc2cccc(C(F)(F)F)c2)cn1 | -2% | -0.7% | -4% | 0.5% | 11% | 18% | 0.8% | 1% | i | 0.1
Nc1nn2c(C(F)(F)F)cc(=O)[nH]c2c1N=Nc1cccc(F)c1 | -44% | -0.5% | 5% | 3.3% | -6% | -55% | 26% | -26% | i | 0.7
O=C(c1cccnc1)c1ncc(C(F)(F)F)cc1Cl | -2% | 0.0% | 9% | -2.2% | 4% | 16% | 2.6% | 4% | i | 0.7
Cn1cccc1C(C#N)c1ncc(C(F)(F)F)cc1Cl (centres undefined) | -25% | -0.1% | 5% | -1.8% | 35%[20 µM] | 24% | 0.1% | 5% | i | 0.2
O=C(CCC(=O)OCC(=O)c1ccc(C(F)(F)F)cc1)OCC(=O)c1ccc(C(F)(F)F)cc1 | 8% | -0.3% | 3% | -2.6% | 30% | 16% | -1.6% | -7% | i | 0.2
COc1ccc(C(O)c2ncc(C(F)(F)F)cc2Cl)cc1 (centres undefined) | 3% | 0.0% | 7% | -0.1% | -18% | 4% | 2.5% | 16% | i | 0.6
Cn1cnc(C(F)(F)F)c1-c1ccc([N+](=O)[O-])cc1 | -1% | 0.5% | 9% | -2.8% | -13% | 14% | -0.9% | -15% | i | 0.5
